PGE2 EP2 inh: EP2 receptor (human) inhibition. P43116. C6 glioma cells expressing human EP2, cAMP TR-FRET; cells stimulated with saturating PGE2. inhibition, % at 25 µM. hit rate 0.52% among 260,000;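 active = percent inhibition above 40 after rounding to a whole number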;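 note: rat C6 glioma host cells with rolipram phosphodiesterase inhibitor present; the protocol text gives 20 µM as final concentration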
Target sequence (P43116 whole entry, looked up): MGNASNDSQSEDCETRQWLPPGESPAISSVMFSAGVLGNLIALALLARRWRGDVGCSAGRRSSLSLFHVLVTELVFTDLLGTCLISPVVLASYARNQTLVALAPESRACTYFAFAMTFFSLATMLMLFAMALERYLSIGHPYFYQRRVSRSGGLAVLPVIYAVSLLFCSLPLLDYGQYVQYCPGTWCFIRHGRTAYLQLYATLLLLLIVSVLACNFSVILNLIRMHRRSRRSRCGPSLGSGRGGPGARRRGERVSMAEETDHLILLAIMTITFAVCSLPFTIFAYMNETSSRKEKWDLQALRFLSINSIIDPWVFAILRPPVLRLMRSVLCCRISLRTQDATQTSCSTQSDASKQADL
EP2 modulator: EP2 receptor (human) modulation; EP2-expressing cells, cAMP HTRF FRET, PGE2 co-stimulation; induction, % at 25 µM; hit rate 0.83% among 260,000; AID 940;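 active = compounds whose cAMP rise, as percent of the full-agonist control response, exceeds 60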;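 note: rat C6 glioma line stably carrying human EP2 under a CMV promoter; the protocol text gives 20 µM as final concentration; 100% = response of wells given 1 µM PGE2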
Active calls of the source: *; nt = not tested or not shown; & = joins results of further samples. Not all compounds are listed; count on the stated rates, not on these rows.

SMILES	PGE2 EP2 inh	EP2 modulator
COc1ccc2c(c1)cc(C)c1nn(CC(=O)NC3CCCCC3)c(=O)n12	nt	3.0
O=C(c1ccccn1)N1C2CCC1CC(O)(c1ccco1)C2 (stereo unspecified)	nt	1.5
C=CCNC(=O)[C@@H]1C=CCN1S(=O)(=O)c1ccc(F)cc1	nt	9.8
CC(=O)NC1(c2ccccc2F)CCN(CC(=O)N(C)C2CCCCC2)CC1	nt	-5.4
CC1CCCC(C)N1C(=O)CN1CCC(O)(c2cccnc2)CC1 (stereo unspecified)	nt	-14.2
CCN(CC)CCN(CC)C(=O)Cn1nc(C)n2c(cc3occc32)c1=O	nt	-17.9
CCCN1CC2=C(C1=O)C(c1ccc(O)c(OC)c1)NC(=O)N2 (stereo unspecified)	nt	-18.6
Cc1cc2c(cc3c(=O)n(CC(=O)NCc4ccccn4)nc(C)n32)s1	nt	2.3
O=C(Cn1nc(-c2cccs2)n(-c2ccncc2)c1=O)NC1CCCCC1	nt	-22.6
Cc1occc1-c1nn(Cc2ccccc2F)c(=O)o1	nt	29.3
O=C(c1ccc2c(c1)OCCO2)N1CCCC(c2ncncc2-c2ccncc2)C1 (stereo unspecified)	nt	-8.8
COc1ccc(N/C(=C2\CCCC2=O)C2CCCCC2)cc1	4.3	nt
N#CCc1c(C#N)c(N)nc(N2CCOCC2)c1C#N	16.7	nt
CC(C)(C)OC(=O)N1CCC2(CC1)Oc1ccc(F)cc1C(=O)C21CC(c2ccc(Cl)cc2)=NO1 (stereo unspecified)	10.8	nt
OCC[C@@H]1C[C@@H](O)[C@H](O)[C@@]2(CCCO2)O1	17.7	nt
COc1ccc(CNS(=O)(=O)c2ccc(C)cc2)cc1	21.6	nt
Cn1c(NCc2ccccc2Cl)nc2ccccc21	11.4	nt
Cc1c(CCCC(=O)O)sc(N)c1C(=O)c1cccc(C(F)(F)F)c1	12.4	nt
Cc1cc2oc3ccc(NCCC4CCCN4C)cc3c(=O)c2cc1C (stereo unspecified)	11.8	nt
CCOC(=O)C1=C(C)N(CCCC(=O)O)C(=O)NC1c1cc2ccccc2c2ccccc12 (stereo unspecified)	13.7	nt
CCOC(=O)C1=C(C)N(CCCC(=O)O)C(=O)NC1c1ccc(Br)cc1 (stereo unspecified)	18.7	nt
O=C(NCc1ccco1)C1CC(c2ccc(C(F)(F)F)cc2)=NO1 (stereo unspecified)	16.1	nt
COc1ccc([C@H]2/C=C\CN(C(=O)[C@H](Cc3ccccc3)NC(=O)OCC3c4ccccc4-c4ccccc43)CC(=O)N2Cc2ccc(F)cc2)cc1	8.9	nt
COC(=O)C1=C(C(=O)OC)[C@@H]2N(C)c3ccccc3[C@@]23C[C@@H](CO)N(C(=O)C2CCC2)C3=N1	23.1	nt
N#CCCn1nc(Cc2cccc3ccccc23)c(C#N)c1N	2.8	nt
O=C(NCc1cccc(Br)c1)c1cc(-c2ccccc2)nn1CC1CC(c2cccc([N+](=O)[O-])c2)=NO1 (stereo unspecified)	13.0	nt
COCOc1ccc(C2CC(=O)c3c(OCOC)cc(OCOC)cc3O2)cc1 (stereo unspecified)	15.6	nt
COc1ccc(-c2noc3c2-c2nc(-c4ccccc4Cl)sc2CC3)cc1	17.1	nt
COc1ccc(CNC(=O)C2(CC3CC(c4ccccc4)=NO3)CCN(C(=O)C3(C)CC3)CC2)cc1 (stereo unspecified)	15.8	nt
COc1cc(C2=CCN(C(C)=O)CC2)ccc1OC(C)=O	0.7	nt
O=C(O)C1=C[C@H](c2ccccc2)C[C@H](OCCCCO)O1	16.9	nt
CCCCCCCCCCCCN1[C@@H](CC(=O)OC)c2cc(F)ccc2S1(=O)=O	10.7	nt
CCOC(=O)c1cc(-c2ccccc2)nn1CC1CC(c2ccc(Cl)cc2)=NO1 (stereo unspecified)	5.8	nt
COC(=O)C1=C[C@@H](C(=O)OC)[C@@H]2C3=C(C(=O)[C@@]2(C)NC(=O)c2ccccc2)[C@H](C)n2c(=O)n(C)c(=O)n2[C@@H]3C1	6.4	nt
CCOC(=O)C[C@H]1c2cc(F)ccc2S(=O)(=O)N1C(C)C	15.8	nt
COC(C/C=C/[C@@H](O)[C@H](C)OCc1ccccc1)OC	8.2	nt
OC1(C#Cc2c(-c3ccsc3)oc3ccc(N4CCOCC4)cc23)CCCCC1	23.9	nt
CC(Nc1nc(-c2ccc(Cl)cc2)cs1)c1nc2cc(Cl)c(N3CCCCC3)cc2n1CCOCCO (stereo unspecified)	11.1	nt
C[C@@H](C(=O)Nc1ccc2ccccc2c1)[C@@H]1C[C@@]1(C)[C@@H](N)c1ccccc1	11.0	nt
CCCOC(=O)C1NC(=O)N2C(C(=O)OCCC)C(C)(C)S[C@H]12 (stereo partly specified)	1.6	nt

Another view of 5 compounds above.
| Compound | PGE2 EP2 inh | EP2 modulator |
| --- | --- | --- |
| CCOC(=O)c1cc(-c2ccccc2)nn1CC1CC(c2ccc(Cl)cc2)=NO1 (stereo unspecified) | 5.8 | nt |
| COC(=O)C1=C[C@@H](C(=O)OC)[C@@H]2C3=C(C(=O)[C@@]2(C)NC(=O)c2ccccc2)[C@H](C)n2c(=O)n(C)c(=O)n2[C@@H]3C1 | 6.4 | nt |
| CCOC(=O)C[C@H]1c2cc(F)ccc2S(=O)(=O)N1C(C)C | 15.8 | nt |
| COC(C/C=C/[C@@H](O)[C@H](C)OCc1ccccc1)OC | 8.2 | nt |
| OC1(C#Cc2c(-c3ccsc3)oc3ccc(N4CCOCC4)cc23)CCCCC1 | 23.9 | nt |

(cont.)
SMILES	PGE2 EP2 inh	EP2 modulator
COC(=O)N1[C@H](C)C=C[C@]1(Cc1ccccc1)C(=O)OC	16.6	nt
COc1ccc(-c2oc3ccc(-c4ccc(OC)nc4)cc3c2-c2ccc(OC)cc2)cc1	7.0	nt
O=C1CN2Cc3c(ccc(Cl)c3Cl)N=C2N1	11.3	nt
COc1cccc(C(N)=O)c1	16.6	nt
O=C(O)C[C@H](O)C[C@H](O)/C=C/c1c(C2CC2)nc2ccccc2c1-c1ccc(F)cc1	8.2	nt
O=C(NC1CC1)C1=C[C@H](c2ccc(C(F)(F)F)cc2)C[C@H](OCCCCO)O1	13.5	nt
CCN1C(=O)N[C@H](c2ccc(Br)cc2)C(C(=O)OC)=C1C	16.8	nt
O=C(NCc1ccco1)c1cc(-c2ccccc2)nn1CC1CC(c2cccnc2)=NO1 (stereo unspecified)	2.2	nt
CCCCCCCCN1[C@@H](CC(C)=O)c2cc(C(F)(F)F)ccc2S1(=O)=O	12.7	nt
OCC[C@@H]1C[C@H](O)[C@@H](O)[C@@]2(CCCCO2)O1	7.5	nt
O=C1C=C(N2CCOCC2)CCC1	11.4	nt
COC/C=C/C1=CC2=CC(=O)C(C)(OC(=O)c3cnc4ccccc4n3)C(=O)C2=CN1CC1CC1 (stereo unspecified)	1.1	nt
COc1ccc(-c2nc(-c3ccc(C(=O)O)cc3)no2)cc1	15.2	nt
O=C(NCc1ccccc1)C1=C[C@@H](c2ccc(C(F)(F)F)cc2)C[C@@H](OCCCCO)O1	4.3	nt
COC(=O)C1=C[C@@H](C(=O)OC)C2C3=C(C(=O)C24CCCCC4)[C@H](C)n2c(=O)n(-c4ccccc4)c(=O)n2[C@@H]3C1 (stereo partly specified)	0.4	nt
COc1ccc([C@H]2/C=C\CN(C(=O)c3ccc(C)cc3)[C@@H](C)C(=O)N2Cc2ccc(F)cc2)cc1	16.6	nt
CCCCC1=CC2=C(c3ccco3)C(=O)C(C)(OC(=O)c3ccc(OC)cc3)C(=O)C2=CN1C1CCCC1 (stereo unspecified)	18.1	nt
C[C@H]1CC[C@@]2(O[C@@H](CCO)C[C@H](O)[C@H]2O)O1	9.8	nt
CCCN[C@H]1CCc2nc(N)sc2C1	14.1&15.6	nt
C=C1CCN([C@@H](Cc2ccccc2)C(=O)N2CCOCC2)S(=O)(=O)c2ccccc21	9.6	nt
COCOc1ccc(C=O)c(OCOC)c1	13.1	nt
CCC1(CC)C(=O)C2=C3C1[C@H](C(=O)OC)C=C(C(=O)OC)C[C@H]3[C@H]1C(=O)N(Cc3ccccc3)C(=O)[C@H]1[C@H]2C (stereo partly specified)	0.3	nt
c1ccc2c(c1)[nH]c1ccccc12	20.6	nt
CCOC(=O)CN1C(=O)N[C@@H](CCc2ccccc2)[C@H](C(C)=O)[C@H]1C	6.6	nt
O=C(NCc1ccccc1)C1=C[C@H](C2CCCCC2)C[C@H](OCCCCO)O1	17.0	nt
COC(=O)[C@H]1[C@@H](C)N(Cc2ccccc2)C(=O)N[C@H]1c1cccc(C(F)(F)F)c1	7.1	nt
C=CCN1C=C2C(=O)C(C)(OC(=O)c3ccco3)C(=O)C(C=C)=C2C=C1C1CC1 (stereo unspecified)	21.5	nt
COc1ccccc1-c1nc(-c2ccc(C(=O)O)cc2)no1	5.1	nt
O=C(O)C(c1ccccc1)c1ccccc1	12.7	nt
COCOc1ccc(-c2oc3c(C/C=C(\C)CCC=C(C)C)ccc(O)c3c(=O)c2OCOC)c(OCOC)c1	15.4	nt
CCOc1ccccc1Nc1nc(N2CCCC2)nc(N2CCOCC2)n1	10.3	nt
O=C(Nc1ccccc1)[C@@H]1CC=C[C@@H]2CCN(C3CCCCC3)C(=O)[C@@H]21	21.6	nt
C=CCOC(=O)C1=C[C@H](C(C)(C)C)[C@@H](CCCO)[C@H](OCC)O1	9.7	nt
C[C@H]1CCC[C@@]2(O[C@H](CCO)C[C@H](O)[C@H]2O)O1	14.8	nt
C/C=C1\COC(C(=O)NCc2ccccc2)(C(F)(F)F)C=C1C=C(C)C (stereo unspecified)	18.2	nt
CN/C(=C\[N+](=O)[O-])NCCSCc1csc(CN(C)C)n1	11.9	nt
O=C(Nc1ccc(Cl)c(C(F)(F)F)c1)[C@@H]1CC=C[C@@H]2CCN(C3CCCCC3)C(=O)[C@@H]21	6.5	nt
COc1ccc(CN2CC[C@H]3C=CC[C@@H](C(=O)NCCc4ccccc4)[C@H]3C2=O)cc1OC	9.9	nt
C=CCNC(=O)N1C2=NC(C(=O)OC)=C(C(=O)OC)[C@@H]3N(Cc4ccccc4)c4ccccc4[C@]23C[C@H]1C(=O)OC	18.2	nt
O=C(NCc1ccccc1)C1=C[C@H](c2ccc(Br)cc2)C[C@H](OCCCCO)O1	1.0	nt
O=C(NCC1CCCO1)c1ccc2c(c1)S(=O)(=O)c1ccccc1C2=O (stereo unspecified)	16.6	nt
CC(C)(C)OC(=O)NCCCCC1=CC2=CC(=O)C(C)(OC(=O)c3cnc4ccccc4n3)C(=O)C2=CO1 (stereo unspecified)	17.8	nt
O=C(NCCc1nc(-c2ccccc2)no1)c1ccco1	5.3	nt
CCOC(=O)c1ccc(NS(=O)(=O)c2c(N)[nH]c(=O)[nH]c2=O)cc1	14.8	nt
COC(C[C@H]1O[C@@H]1C(=O)[C@H](C)OCc1ccccc1)OC	9.0	nt
O=C(c1cc(-c2ccccc2)nn1CC1CC(c2cccnc2)=NO1)N1CCOCC1 (stereo unspecified)	7.8	nt
OCCCn1c(C2CCCN2c2nc(-c3ccc(F)cc3)cs2)nc2cc(Cl)c(N3CCCCC3)cc21 (stereo unspecified)	12.1	nt
CN(C)Cc1ccc(-c2nc3cccc4c3n2CCNC4=O)cc1	11.8	nt
O=C1c2cccc(O)c2C(=O)c2c(O)cc(CO)cc21	15.7	nt
CCCCNC(=O)[C@@H]1CC=C[C@@H]2CCN(Cc3ccc(Cl)c(Cl)c3)C(=O)[C@@H]21	33.7	nt
CC(C)C[C@H]1COCCS(=O)(=O)N1Cc1ccc(Cl)c(Cl)c1	10.4	nt
COc1ccc(-c2c(-c3cccc(C)c3)oc3ccc(-c4ccc5c(c4)OCO5)cc23)cn1	14.0	nt
COc1ccc(-c2csc(NC(C)c3nc4cc(C(=O)NCCCO)ccc4n3Cc3ccc(C)cc3)n2)cc1 (stereo unspecified)	8.7	nt
CC1(C)c2[nH]c3ccccc3c2C[C@@H]2C(=O)N(Cc3ccc(F)cc3)C(=O)N21	6.7	nt
CC(O)[C@H]1CN=C(N)N1CC1CCCCC1 (stereo partly specified)	6.1	nt
COC/C=C/C1=CC2=CC(=O)C(C)(OC(=O)c3cnc4ccccc4n3)C(=O)C2=CN1C1CCCC1 (stereo unspecified)	16.4	nt
CC(Nc1nc(-c2ccc(F)cc2)cs1)c1nc2cc(C(F)(F)F)ccc2n1CCOCCO (stereo unspecified)	3.8	nt
CC(C)(C)[C@H]1C=C(C(=O)O)O[C@@H](OCc2ccc(CO)cc2)C1	7.0	nt
CS(=O)(=O)c1ccc(-c2cc(Br)sc2-c2ccc(F)cc2)cc1	5.2	nt
C=C1CC2C(=O)N(Cc3ccccc3)C(C(=O)OCC)(C(=O)OCC)C1N2C(=O)OC(C)(C)C (stereo unspecified)	8.7	nt

(cont.)
SMILES	PGE2 EP2 inh	EP2 modulator
COC(=O)C[C@H]1c2cc(C(F)(F)F)ccc2S(=O)(=O)N1Cc1ccccc1OC	13.3	nt
COC(C[C@H]1O[C@H]1C(=O)[C@@H](C)OCc1ccccc1)OC	-0.6	nt
CC(=O)O[C@H]1C[C@@H]2CC[C@@H]3[C@H](CC[C@@]4(C)[C@H]3C[C@H]([N+]3(C)CCCCC3)[C@@H]4OC(C)=O)[C@@]2(C)C[C@@H]1N1CCCCC1	8.4	nt
CCCCCCCCC(=O)O	17.5	nt
Cc1cc(CNC(=O)C2(C(F)(F)F)CC(CCCO)CCCO2)nn1C (stereo unspecified)	5.0	nt
CC(C)C[C@@H](CO)NC(=O)CC[C@H](NC(=O)OC(C)(C)C)C(=O)N(Cc1ccccc1)Cc1ccccc1	12.1	nt
O=C(NCCc1ccccc1)[C@@H]1CC=C[C@@H]2CCN(C3CCCCC3)C(=O)[C@@H]21	25.8	nt
COCCCOc1ccnc(CS(=O)c2nc3ccccc3[nH]2)c1C (stereo unspecified)	16.7	nt
CC(=O)Nc1ccccc1Nc1nc(NCCO)nc(N2CCCC2)n1	4.0	nt

Compound activity from PubChem BioAssay.
